# Compound activity from PubChem.
# NLRP3 yeast inh – inhibitors of NALP3 inflammasome in yeast. AID 2825. inhibition, % at 10 µM. 330,000 tested, 0.39% active. Yeast reconstituted NLRP3/ASC/caspase-1, beta-gal luminescence, 24 h;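 active means inhibition of 50% or more; inactive means inhibition below 50%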;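 further: plate controls were induced DMSO wells for no effect and uninduced yeast grown without galactose for full effect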
# tim23-1 inh – inhibits growth of tim23-1 mutant yeast. 330,000 tested, 1.3% active. S. cerevisiae tim23-1 growth, BacTiter-Glo luminescence, 24 h. AID 463212. inhibition, % at 20 µM;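 active means growth inhibition of the mutant yeast at or above 50%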;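 further: temperature-sensitive mutant grown at 25 °C; plate controls were DMSO-treated mutant yeast for no effect and medium wells lacking yeast for full effect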
# UPR CHOP act – activators of apoptotic arm of unfolded protein response (CHOP). 330,000 tested, 0.34% active. AID 449763. activation, % at 10 µM. CHO-CHOP luciferase reporter, UPR activation, luminescence; percent of tunicamycin response over DMSO baseline;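 active means at 10 µM dose, activation of 40% or more, normalized to positive control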;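 further: 100% = tunicamycin at 10 µg/mL and 0% = DMSO alone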
#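 Dosing – one dose, 10 µM in 0.5% DMSO · System – CHO-CHOP cells, stable luciferase reporter of PERK-eIF2a-CHOP signalling · Input – 500 cells/well · Control set – tunicamycin 10 µg/mL final as positive, DMSO-only wells as negative · Timing – 6 h compound treatment, 37 °C · Measure – % activation vs tunicamycin · Technique – luminescence read with Steady-Glo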
# APJ ag – activates the human apelin receptor APJ; P35414; CHO-K1 APJ PathHunter beta-arrestin, luminescence; 0% DMSO wells, 100% apelin; activation, % at 20 µM; 330,000 tested, 0.11% active;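 active means activation more than six SD over the plate average, tested at 20 µM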;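 further: 0% = DMSO alone and 100% = apelin-13 at 10 nM; some results filed as inactive read as strong as hits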
#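 Assay system – PathHunter CHO-K1 APJ (AGTRL-1) beta-arrestin reporter cells · Compound – one dose, 20 µM compound, 1% DMSO · Timing – compound 90 min 25 °C, reagent 1 h · Measured by – luminescence from split beta-galactosidase complementation, Galacton Star/Emerald II substrate · Measure – beta-arrestin recruitment to APJ as agonist activity, luminescent signal · Benchmarks – DMSO vs Apelin-13 10 nM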
# tim10-1 inh – inhibits growth of tim10-1 mutant yeast | S. cerevisiae tim10-1 ts strain growth, BacTiter-Glo, 24 h | 330,000 tested, 2.2% active | inhibition, % at 20 µM;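 active means inhibition of at least 40%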;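 further: mutant grown at 25 °C; 0% = DMSO wells with yeast and 100% = wells holding no yeast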
# UPR XBP1 act – adaptive UPR (XBP1) activation; CHO-XBP1 luciferase reporter, IRE1-XBP1 UPR activation, luminescence; percent of tunicamycin response, DMSO as zero; activation, % at 20 µM; 330,000 tested, 0.33% active;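 active means versus positive control, 20 µM dose yields 30% or more activation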;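 further: 100% = tunicamycin at 10 µg/mL and 0% = DMSO only wells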
#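 Assay system: IRE1-XBP1 luciferase reporter CHO line. Input: 1000 cells/well. Buffer or medium: F12 with 10% serum. Doses: 20 µM, 1% DMSO. Times: overnight seeding at 37 °C, 6 h compound treatment at 37 °C. Technique: Steady-Glo luciferase glow luminescence, 10 min after reagent addition.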
# NR3A LBD binder – modulators (binders) of human NR3A ligand-binding domain; Tm shift relative to glycine control, % at 25 µM; NR3A LBD differential scanning fluorimetry, Tm shift; 0% = protein alone, 100% = glycine-bound protein; AID 1259313; 340,000 tested, 2.5% active;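 active means melting temperature shift of at least 10% of the positive control shift, at one fixed dose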
# TIM10 inh – TIM10 yeast growth inhibition; S. cerevisiae TIM10 strain growth, BacTiter-Glo luminescence, 24 h; inhibition, % at 10 µM; 330,000 tested, 1.4% active; AID 463195;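 active means inhibition of 40% or more at the single tested concentration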;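 further: wild-type TIM10 isogenic control strain grown at permissive 25 °C; 0% = DMSO yeast wells and 100% = minimal medium wells without yeast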
# Mdm2 MdmX PPI – inhibitors of human Mdm2/MdmX interaction; 330,000 tested, 3% active; O15151+Q00987; inhibition, % at 8 µM; SaOS-2 split-luciferase Mdm2/MdmX complementation, luminescence;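 active means inhibition of at least 50% at 8 µM in the primary screen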
# Target sequence (O15151 whole entry, looked up): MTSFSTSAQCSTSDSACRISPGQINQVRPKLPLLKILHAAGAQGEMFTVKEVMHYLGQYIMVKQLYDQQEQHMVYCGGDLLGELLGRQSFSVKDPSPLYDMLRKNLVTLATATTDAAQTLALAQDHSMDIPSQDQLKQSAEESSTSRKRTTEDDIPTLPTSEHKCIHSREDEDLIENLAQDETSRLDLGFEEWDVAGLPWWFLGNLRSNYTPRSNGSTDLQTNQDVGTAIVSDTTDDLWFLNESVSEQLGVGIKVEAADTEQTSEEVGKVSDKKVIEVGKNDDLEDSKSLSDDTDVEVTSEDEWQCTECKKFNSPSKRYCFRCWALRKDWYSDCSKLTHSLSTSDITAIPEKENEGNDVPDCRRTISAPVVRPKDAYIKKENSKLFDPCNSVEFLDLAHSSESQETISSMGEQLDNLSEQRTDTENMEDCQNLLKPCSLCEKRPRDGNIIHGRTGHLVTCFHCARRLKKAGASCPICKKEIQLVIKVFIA
# Target sequence (Q00987 whole entry, looked up): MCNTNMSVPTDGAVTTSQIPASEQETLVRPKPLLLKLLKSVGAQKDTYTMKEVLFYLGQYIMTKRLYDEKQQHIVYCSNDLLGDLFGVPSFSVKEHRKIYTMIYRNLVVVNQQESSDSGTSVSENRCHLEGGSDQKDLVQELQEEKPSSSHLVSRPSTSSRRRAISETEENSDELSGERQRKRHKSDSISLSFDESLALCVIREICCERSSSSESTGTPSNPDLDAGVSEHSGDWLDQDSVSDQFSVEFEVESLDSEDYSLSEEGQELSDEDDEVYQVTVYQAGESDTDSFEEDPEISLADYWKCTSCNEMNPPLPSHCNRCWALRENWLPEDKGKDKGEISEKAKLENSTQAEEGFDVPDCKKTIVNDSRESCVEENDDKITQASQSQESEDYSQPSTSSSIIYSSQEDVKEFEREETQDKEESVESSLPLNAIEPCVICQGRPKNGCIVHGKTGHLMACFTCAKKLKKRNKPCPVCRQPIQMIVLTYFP
# * = called active by the depositor; . = not tested or not shown.
SMILES,NLRP3 yeast inh,tim23-1 inh,UPR CHOP act,APJ ag,tim10-1 inh,UPR XBP1 act,NR3A LBD binder,TIM10 inh,Mdm2 MdmX PPI
O=C(NNC(=O)C1CC(=O)N(Cc2ccccc2)C1)c1ccc(Br)cc1 (stereo not drawn),15,-4,-1.4,6,-16,-4,5,3,21
COc1cccc(/C=C2\SC(=O)N(CCC(=O)NC3CCS(=O)(=O)C3)C2=O)c1 (stereo not drawn),6,16,3.8,5,14,-1,-4,17,12
CCCCOc1cc(=O)[nH]c(=O)[nH]1,15,7,0.3,5,1,-2,1,12,12
COCCCNC(=O)C(=O)NC1CCCCCC1,7,8,1.1,-1,-4,-1,-3,-10,17
CCc1nc(SCc2ccccn2)[nH]c(=O)c1C,2,19,1.1,-1,18,1,2,6,19
COCCNC(=O)C(=O)NCCN1CCOCC1,-5,6,-0.2,-2,-3,-5,1,-13,8
COC(=O)[C@H](C)NC(=O)Nc1ccc(OC)c(OC)c1,1,-1,-0.5,-2,-21,-1,2,-4,19
Nc1nc(SCC(=O)Nc2ncc(C(F)(F)F)cc2Cl)n[nH]1,-2,7,9.5,0,7,0,-2,13,26
CC1CN(C(=O)/C=C/c2cccc([N+](=O)[O-])c2)CC(C)O1 (stereo not drawn),-3,13,1.6,-2,28,-3,-3,1,7
CCOc1ccc(NC(=O)CN(C)C(=O)C2CSC3(C)CCC(=O)N23)cc1OCC (stereo not drawn),12,-12,1.9,-3,-11,-3,0,-8,15
O=C(COC(=O)[C@@H]1CCCN1C(=O)c1cccs1)Nc1ccc(F)cc1[N+](=O)[O-],-13,19,0.6,1,9,-2,0,-9,-11
Nc1cc2ccncc2c2ccccc12,6,15,-2.7,9,-10,3,9,-5,84*
CCN(CC)C(=O)Cn1cc(C(=O)C(=O)N2CCN(Cc3ccccc3)CC2)c2ccccc21,2,1,-0.8,2,-2,-3,2,11,8
CC(NCCS(=O)(=O)c1ccc(Cl)cc1)c1cccc(Cl)c1 (stereo not drawn),33,12,2.9,2,15,-3,0,18,-6
Cc1cc(Cl)ccc1OCC(=O)OC(C)C(=O)N(C)C (stereo not drawn),11,6,0.7,3,15,1,-3,2,-6
O=C1/C(=C\c2cccs2)SC(=S)N1C1CCS(=O)(=O)C1 (stereo not drawn),10,6,-1.2,-1,-2,3,0,5,-8
O=C(C[C@@H]1C/C=C\C[C@@H](Cc2ccc(F)cc2)C(=O)OC[C@H]2CCCN2C1=O)N[C@H](CO)Cc1ccccc1,-23,12,0.4,-2,19,3,1,7,8
COC(=O)C1=CN(Cc2ccc(OC)c(OC)c2)C=C(C(=O)OC)C1c1ccc(O)cc1,21,17,4.0,1,2,1,-7,19,-5
Cc1ccc(NC(=O)COC(=O)Cn2c(C)csc2=O)cc1C,19,7,1.2,0,9,2,-2,4,-18
Cc1cc(=O)[nH]c(=S)[nH]1,13,4,1.1,-1,4,-7,1,6,1
Cc1ccc(-c2ccc(CCC(=O)O)n2C(C)C)cc1,-7,-4,-2.1,-3,4,-2,-1,2,15
CC(=O)Nc1ccc(NC(=O)CN2CCN(c3cccc(C(F)(F)F)c3)CC2)cc1,-8,25,0.7,3,18,-3,-1,12,19
CN(Cc1nccs1)C(=O)c1ccc(OC2CCN(Cc3ccccn3)CC2)cc1,16,-14,-0.8,-4,-24,-6,-1,4,14
Cc1cc(NC(=O)c2cc(C3CC3)on2)n(-c2ccccc2)n1,10,15,-1.2,0,10,0,-6,7,-20
CC1CCc2nc3ccc(S(=O)(=O)N4CCC(C(=O)O)CC4)cc3c(C(=O)O)c2C1 (stereo not drawn),14,-3,0.8,-2,-23,-3,1,-1,27

# Marked active in Mdm2 MdmX PPI (from the list above):
smiles	NLRP3 yeast inh	APJ ag	tim10-1 inh	NR3A LBD binder	Mdm2 MdmX PPI
Nc1cc2ccncc2c2ccccc12	6	9	-10	9	84*

# Looked up by structure from above, 2 records:
SMILES,NLRP3 yeast inh,tim23-1 inh,UPR CHOP act,APJ ag,tim10-1 inh,UPR XBP1 act,NR3A LBD binder,TIM10 inh,Mdm2 MdmX PPI
CCc1nc(SCc2ccccn2)[nH]c(=O)c1C,2,19,1.1,-1,18,1,2,6,19
CCN(CC)C(=O)Cn1cc(C(=O)C(=O)N2CCN(Cc3ccccc3)CC2)c2ccccc21,2,1,-0.8,2,-2,-3,2,11,8

# Later entries.
SMILES,NLRP3 yeast inh,tim23-1 inh,UPR CHOP act,APJ ag,tim10-1 inh,UPR XBP1 act,NR3A LBD binder,TIM10 inh,Mdm2 MdmX PPI
CCN1C(=O)CC(NCc2ccc3c(c2)OCO3)C1=O (stereo not drawn),7,2,-3.0,-6,0,-2,1,4,15
O=c1oc2ccccc2c(N2CCCC2)c1[N+](=O)[O-],9,-2,-2.7,-2,1,-4,1,-5,9
Cc1ccc2nc(SCC(=O)NC3CCCC3)nc(=O)n2c1,3,14,-1.1,4,2,-1,4,3,21
CC(=O)c1ccc(OC(=O)c2ccc(Br)o2)cc1,1,-7,7.3,-16,8,0,2,4,-9
CC(C)CC(=O)Nc1nnc(SCC(=O)Nc2ccc3c(c2)OCO3)s1,5,1,2.1,-1,-1,-2,7,1,19
CC1(C)C(=O)OC(c2cccs2)C2(CCCCC2)C1=O (stereo not drawn),16,3,0.4,-5,13,-1,-2,-5,16
c1ccc([C@H]2CNCCN2CCc2cccc3ccccc23)cc1,8,-55,0.7,-2,-126,-2,0,-5,57*
COc1ccc(S(=O)(=O)NC(C(=O)NCCc2ccccn2)C(C)C)cc1 (stereo not drawn),-2,6,1.2,-1,6,-3,1,-4,-41
COc1cccc(C(=O)NCC(=O)N2CCN(c3ccc(C(F)(F)F)cn3)CC2)c1,27,3,-0.4,-1,-24,-3,0,-17,23
O=C1C2C3C=CC(C3)C2C(=O)N1CCCCCCN1C(=O)C2C3C=CC(C3)C2C1=O (stereo not drawn),4,15,1.0,-2,8,-2,0,-10,-7
O=C(CCNC(=O)c1ccccc1)NNC(=O)c1ccccc1Br,-4,9,3.2,-3,-2,-2,1,7,30
Cc1ccc(SCC(=O)Nc2ccc(S(=O)(=O)Nc3ncccn3)cc2)cc1,23,11,-0.1,-1,0,-2,-1,4,12
COCCN1C(=O)c2ccccc2C(C(=O)NCCN(C)C)C1c1ccc(F)cc1 (stereo not drawn),6,11,-0.6,3,6,-1,0,1,-8
CCOC(=O)c1ccc(N2CCN(c3ccccc3F)CC2)c(NC(=O)Nc2ccccc2)c1,17,-4,6.3,0,-26,-1,7,-11,9
Cc1nc2ccc(Br)cc2c(-c2ccccc2)c1C(=O)O,18,0,1.8,0,-4,-1,.,-1,3
O=C(COC(=O)c1c(F)cccc1Cl)NC1CCCCC1,28,3,4.1,-9,3,0,1,3,-48
CCCC(=O)Nc1ccc2c(c1)nc(CN1CCN(C(=O)OCC)CC1)n2C,13,5,0.2,0,16,0,1,8,-29
O=C(Cc1cccs1)Nn1c(Cc2cccs2)nc2ccccc2c1=O,8,13,-0.2,2,25,-2,-1,0,3
C/C(=C\C(=O)Nc1cc(C)on1)c1ccccc1,13,8,2.0,-5,5,-1,1,2,-7
COc1cc(/C=C2\SC(=Nc3ccccc3)NC2=O)cc(Cl)c1O,20,-9,2.1,-3,-18,17,12*,4,33
Cc1ccc(NC(=O)c2nc[nH]c2C(=O)N2CCCCC2)c(C(=O)c2ccccc2)c1,15,6,-0.2,-1,10,-2,3,4,13
CNC(=O)CN(c1cc(OCCOC)c(Cl)cc1Cl)S(=O)(=O)c1ccccc1,5,18,-2.3,0,7,-1,-2,1,10
Cc1cc(NC(=O)CN2C(=O)NC3(CCCCCC3)C2=O)no1,3,13,-0.8,-1,-2,-3,-15,-1,24
Cc1ccc(NC(=S)NCc2ccc3c(c2)OCO3)cc1C,28,34,0.0,0,24,0,-7,25,9
COc1ccc(-n2c(CNC(=O)COc3ccc(Cl)cc3Cl)n[nH]c2=S)cc1,21,2,-0.8,1,-10,-1,-1,-1,1
SMILES,NLRP3 yeast inh,tim23-1 inh,UPR CHOP act,APJ ag,tim10-1 inh,UPR XBP1 act,NR3A LBD binder,TIM10 inh,Mdm2 MdmX PPI
CN(C(=O)COC(=O)c1ccc(Cl)cc1N)C1CCCCC1,15,13,4.1,-3,11,1,-2,0,-39
COc1cc(NC(=O)CN2C(=O)C(=O)N(C3CCCC3)C2=O)cc(OC)c1,0,18,-1.0,-3,5,-2,-36,9,-8
CC(=O)NN1C(=O)/C(=C/c2ccc(Br)o2)SC1=S,16,-3,-0.7,-4,-21,0,-4,-14,18
CC(=O)c1ccc(N2CCN(C(=O)c3ccc(NC(=O)C4CCCO4)cc3)CC2)cc1 (stereo not drawn),13,8,5.0,-1,14,-2,0,12,-13
Cc1ccc(-c2nc(C)sc2CC(=O)Nc2cccc(C)c2C)cc1,6,3,-3.1,-3,11,-3,-3,2,16
O=C(Nc1ccc(S(=O)(=O)N2CCCCC2)cc1)c1ccc(CN2CCOCC2)cc1,1,5,2.3,16,16,-3,0,10,15
S=C(Nc1cccc2ccccc12)NC1CCCCC1,12,31,7.3,1,28,5,-5,24,-41
Cc1c(O)ccc2c(CN3CCN(CCO)CC3)cc(=O)oc12,-6,1,-0.6,-3,14,0,4,0,-18
Cc1ccc(C)c(N(C)S(=O)(=O)c2ccc3[nH]cc(C(=O)NCCN4CCOCC4)c(=O)c3c2)c1,12,1,-1.5,5,-5,-3,6,2,4
COc1ccc(-n2c(CN3CCN(c4ccccc4OC)CC3)nc3ccc([N+](=O)[O-])cc3c2=O)c(OC)c1,20,22,-0.6,1,22,-4,0,15,12
O=C(Nc1ccc2ccccc2c1)[C@@H]1C[C@H]1[C@@H](NP(=O)(c1ccccc1)c1ccccc1)c1ccccc1,10,10,2.1,-6,-7,7,-1,3,14
CCCCn1c(SCC(=O)c2ccccc2)nc2ccsc2c1=O,5,12,1.8,-1,12,5,1,0,11
Cc1ccc(S(=O)(=O)NC(=O)NCc2ccccc2)cc1,2,2,0.9,-4,6,1,0,2,12
O=C(CCC1CCN(C(=O)c2ccco2)CC1)NCc1ccc(F)cc1,17,11,-0.9,2,6,-3,2,0,2
CCc1ccccc1NC(=O)Nc1c(C)n(C)n(-c2ccccc2)c1=O,5,11,-0.5,12,2,-4,0,6,-7
Cc1ccc(C)c(OCC(=O)Nc2ccccc2C(=O)N2CCN(C)CC2)c1,12,19,-0.5,-2,12,-4,1,11,19
Cc1cc([N+](=O)[O-])nn1CCCC(=O)Nc1cccc(Cl)c1Cl,10,16,1.7,-2,19,1,-1,1,16
Cc1cccn2c(=O)nc(SCC(=O)NC3CCCCC3)nc12,15,-5,-0.7,-7,0,-3,-1,3,7
Fc1ccc(/C=N/N2CCCCC2)c(F)c1,-6,7,-0.1,-3,9,-3,1,-2,-4
N=C1N(/N=C/c2ccccc2)C(=Nc2ccccc2)C(=S)N1c1ccccc1,15,47,76*,-4,36,4,-4,57*,-48
COc1ccccc1-c1c(C)nn2c(N3CCC(C)CC3)cc(C)nc12,18,48,-0.3,0,38,-3,0,40*,16
COc1ccc(/C=N/NC(=O)CSCC(=O)Nc2ccccc2)cc1,15,9,1.5,-3,-7,-2,-3,4,-2
